High-throughput results as filed in PubChem BioAssay.
DNA FID counter = fluorescent intercalator displacement, NS3 helicase counter-screen | inhibition, % at 7.9 µM | AID 1845 | 0.17% of 290,000 active | DNA fluorescent intercalator displacement, fluorescence; in the data active = inhibition above about 37%;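 also: 0% = vehicle and 100% = reference compound; higher means more ethidium bromide displaced from hairpin DNA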
HCV NS3 hel inh = HCV NS3 helicase inhibition; NS3 helicase DNA unwinding, Cy5 molecular beacon fluorescence; inhibition, % at 10.9 µM; 0.56% of 290,000 active;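 active = inhibition above the mean of all tested compounds plus 3 SD, set per campaign, cut at about 35% in these data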;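 also: 0% = DMSO wells and 100% = thioflavine S control wells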
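assay system = NS3 helicase fragment of HCV | buffer or medium = MOPS pH 6.5, MgCl2, DTT, Tween20, BSA | timing = 60 min unwinding reaction at 25 °C after ATP addition | signal = Cy5 beacon fluorescence read at start and 1 h | read-out basis = % inhibition of unwinding | control set = low DMSO, high thioflavine S at 110 µM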
UBC9 SUMO inh = blocks human SUMOylation mediated by UBC9; HTRF SUMOylation assay, SAE1/SAE2 + UBC9, in vitro; inhibition, % at 35 µM; 0.36% of 290,000 active; in the data active = inhibition above about 50%, passing the limit was not always enough; also: strong numbers were not always called active
p-CIP stab down = compounds decreasing mouse p/CIP protein stability. Q05BA5. F442A p/CIP-EGFP cells, EGFP fluorescence, 16 h. decrease of EGFP signal, % at 10 µM. 0.01% of 290,000 active;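 active = EGFP signal decrease of at least 30% at 10 µM or well 3 SD below plate mean, unless failing retest; inactive = the rest, including hits failing retest or dose response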; also: some compounds called inactive have numbers as strong as hits; many of its hits are not listed in these tables
Target sequence (Q05BA5 1-1403): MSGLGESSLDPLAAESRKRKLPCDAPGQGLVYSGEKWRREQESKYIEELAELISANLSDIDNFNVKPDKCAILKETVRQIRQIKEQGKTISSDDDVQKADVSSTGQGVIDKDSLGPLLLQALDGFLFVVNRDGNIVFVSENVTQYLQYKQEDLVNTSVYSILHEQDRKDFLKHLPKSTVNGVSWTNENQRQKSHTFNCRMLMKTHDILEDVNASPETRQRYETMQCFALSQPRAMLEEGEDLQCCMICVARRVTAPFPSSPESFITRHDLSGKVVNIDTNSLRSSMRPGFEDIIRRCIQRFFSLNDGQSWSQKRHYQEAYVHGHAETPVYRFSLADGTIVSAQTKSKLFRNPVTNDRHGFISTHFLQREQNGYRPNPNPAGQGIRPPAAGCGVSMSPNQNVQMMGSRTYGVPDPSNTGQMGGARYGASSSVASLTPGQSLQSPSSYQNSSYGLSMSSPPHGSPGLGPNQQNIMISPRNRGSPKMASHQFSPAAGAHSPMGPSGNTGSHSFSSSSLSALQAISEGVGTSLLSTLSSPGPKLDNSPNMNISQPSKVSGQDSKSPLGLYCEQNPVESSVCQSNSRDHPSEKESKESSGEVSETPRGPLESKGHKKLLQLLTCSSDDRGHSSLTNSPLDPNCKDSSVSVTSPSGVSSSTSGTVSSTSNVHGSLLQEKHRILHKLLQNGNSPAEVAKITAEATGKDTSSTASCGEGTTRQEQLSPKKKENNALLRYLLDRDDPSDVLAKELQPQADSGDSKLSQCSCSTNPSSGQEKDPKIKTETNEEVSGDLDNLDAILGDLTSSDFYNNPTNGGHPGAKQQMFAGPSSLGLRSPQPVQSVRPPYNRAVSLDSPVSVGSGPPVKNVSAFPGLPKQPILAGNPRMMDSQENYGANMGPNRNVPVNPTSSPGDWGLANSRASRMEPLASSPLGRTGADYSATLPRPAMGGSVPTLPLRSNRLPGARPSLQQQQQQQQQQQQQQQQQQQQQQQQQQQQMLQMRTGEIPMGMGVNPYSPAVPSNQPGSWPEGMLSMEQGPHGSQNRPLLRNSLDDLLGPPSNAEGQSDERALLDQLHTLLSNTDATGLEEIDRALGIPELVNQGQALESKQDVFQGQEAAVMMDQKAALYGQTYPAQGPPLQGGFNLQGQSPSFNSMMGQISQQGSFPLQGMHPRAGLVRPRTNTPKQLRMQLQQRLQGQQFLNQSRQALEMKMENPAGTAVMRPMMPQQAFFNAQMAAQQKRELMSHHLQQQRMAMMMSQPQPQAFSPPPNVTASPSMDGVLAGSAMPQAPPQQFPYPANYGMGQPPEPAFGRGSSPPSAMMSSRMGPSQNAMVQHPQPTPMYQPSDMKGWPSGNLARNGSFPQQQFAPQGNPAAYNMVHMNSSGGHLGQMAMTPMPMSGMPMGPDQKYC
VIM-2 inh = inhibitors of Pseudomonas aeruginosa VIM-2 metallo-beta-lactamase; 0.89% of 290,000 active; inhibition, % at 5.6 µM; AID 1527; purified VIM-2, nitrocefin hydrolysis, epi-absorbance fluorescence;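 active = inhibition above the mean of all tested compounds plus 3 SD, cutoff set per screening run, cut at about 7.5% in these data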;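 also: red hydrolysis product quenches plate fluorescence so inhibitors raise well fluorescence; 0% = enzyme with DMSO and 100% = DMSO without enzyme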
MEKK3 PB1 HTS = raises or lowers MEK5 binding to the human MEKK3 PB1 domain; 1.4% of 290,000 active; binding response (% of control), % at 10 µM; bead-based flow cytometry, Alexa488-MEK5 binding to MEKK3; actives lie on both sides; 0 = blocked by unlabeled MEK5, 100 = vehicle; AID 1529; Q99759;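 active = binding response more than 3 SD above or below the average of its plate-row segment, actives on both sides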;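 also: Alexa488 bead fluorescence after subtracting the streptavidin-only scavenger bead signal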
PHOSPHO1 inh = PHOSPHO1 (human) inhibition; Q8TCT1; recombinant PHOSPHO1, absorbance phosphatase assay; inhibition, % at 13.3 µM; 1.1% of 290,000 active; in the data active = inhibition above about 60%
IDE act = IDE (human) activation, cell-based; activation, % at 5.96 µM; HEK cells, FAbeta-B cleavage, fluorescence polarization; 0% vehicle, 100% cell-free pure enzyme wells; P14735; AID 493087; 0.073% of 340,000 active;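 active = activation above the mean of all tested compounds plus 3 SD, set per screening campaign, cut at about 17% in these data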
IMP-1 inhibitor = inhibitors of Pseudomonas aeruginosa IMP-1 metallo-beta-lactamase; purified IMP-1, nitrocefin hydrolysis, epi-absorbance fluorescence; inhibition, % at 5.6 µM; 0.45% of 290,000 active;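 active = inhibition above the mean plus 3 SD of all compounds in the same screening run, cut at about 4.5% in these data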;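 also: 0% = IMP-1 with DMSO and 100% = DMSO wells lacking enzyme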
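System: purified recombinant IMP-1 beta-lactamase. Medium: Zinc- and detergent-supplemented HEPES buffer, pH 7.1. Compound: one 5.6 µM dose […]. Schedule: 15 min preincubation plus 25 min reaction at 25 °C. Technique: Epi-absorbance fluorescence, 480 nm excitation, 530 nm emission.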
* = called active by the depositor; nt = no result given. Only part of the results is shown; the hit share may differ from the screen's.

Sample of the layout (2 entries):
SMILES | DNA FID counter | HCV NS3 hel inh | UBC9 SUMO inh | p-CIP stab down | VIM-2 inh | MEKK3 PB1 HTS | PHOSPHO1 inh | IDE act | IMP-1 inhibitor
O=C(CN1C(=O)/C(=C/c2ccccc2F)Sc2ccccc21)N1CCN(c2ccccn2)CC1 | -3 | -2 | 15 | 8 | -6.8 | 96 | -13 | -3 | -3.7
C=CCn1c(=O)c(C(=O)NC(C)c2ccccc2)c(O)c2ccccc21 (stereo unspecified) | -10 | -4 | -6 | -8 | -4.8 | 99 | nt | 6 | -6.0

The listing (from the top)
SMILES | DNA FID counter | HCV NS3 hel inh | UBC9 SUMO inh | p-CIP stab down | VIM-2 inh | MEKK3 PB1 HTS | PHOSPHO1 inh | IDE act | IMP-1 inhibitor
O=C(CN1C(=O)/C(=C/c2ccccc2F)Sc2ccccc21)N1CCN(c2ccccn2)CC1 | -3 | -2 | 15 | 8 | -6.8 | 96 | -13 | -3 | -3.7
C=CCn1c(=O)c(C(=O)NC(C)c2ccccc2)c(O)c2ccccc21 (stereo unspecified) | -10 | -4 | -6 | -8 | -4.8 | 99 | nt | 6 | -6.0
CSc1nnc(CCCCCNC(=O)OC(C)(C)C)o1 | -21 | 11 | 0 | -7 | -2.6 | 97 | 20 | 7 | -2.6
Cc1cc(NC(=O)COc2ccccc2C)ccc1NC(=O)c1ccco1 | -36 | -4 | 6 | -11 | -1.3 | 104 | 27 | 5 | -2.7
COC(=O)c1c(C)[nH]c(C=Nc2ccc(OC)cc2)c1C | 1 | -15 | -9 | 6 | -1.1 | 100 | 8 | 6 | -3.4
COc1ccc(NC(=O)c2cc3ccccc3[nH]2)cc1 | -7 | 24 | -13 | 0 | 1.7 | 100 | 4 | 6 | 0.6
Cn1c(=O)c2c(O)c(Cc3ccccc3)c(=O)[nH]c2n(C)c1=O | -3 | 5 | -2 | 1 | -5.3 | 91 | -5 | 5 | -1.3
COCCNC(=O)Cn1nc(-c2ccccc2F)ccc1=O | -4 | 25 | 9 | -2 | -1.2 | 97 | 34 | -1 | -2.5
CCOc1ccc2c(CC)cc(=O)oc2c1OCC | -13 | 7 | 25 | -3 | -0.4 | 98 | -12 | 5 | -1.9
O=C(Nc1ccc(OC(F)(F)F)cc1)Nc1cccc([N+](=O)[O-])c1 | 20 | 0 | -13 | -3 | -0.9 | 109 | -14 | 3 | -1.8
Cc1ccc(S(=O)(=O)N2CCC(C(=O)NNC(=O)c3ccncc3)CC2)cc1 | -2 | 0 | 13 | 0 | -2.5 | 99 | 35 | -2 | -3.1
CCOC(=O)Cc1nnc(Nc2cccc(C)c2)c2ccccc12 | -18 | -9 | 5 | -4 | -1.6 | 97 | -9 | 6 | -3.6
COc1ccc(/C=N\NC(=O)c2ccc(Cn3cc(Br)c([N+](=O)[O-])n3)o2)c(OC)c1C | -1 | -8 | 16 | -11 | -0.6 | 94 | 20 | 5 | 0.5
COCCNC(=O)c1cc2nc(-c3ccccc3)cc(C)n2n1 | -4 | 3 | 28 | -13 | -0.9 | 102 | 47 | 5 | -3.2
O=C(NN1CCN(Cc2ccccc2)CC1)c1ccc(Cl)cc1 | 3 | -1 | 14 | -9 | -4.1 | 101 | 20 | 1 | -1.5
O=C1NC2=C(C(=O)CCC2)C(c2cccc([N+](=O)[O-])c2)N1 (stereo unspecified) | 1 | 21 | 12 | 2 | 0.2 | 94 | 24 | 2 | -0.8
OC(c1cc(-c2ccc(Cl)cc2)nc2ccccc12)C1CCCCN1 (stereo unspecified) | 20 | -64 | -13 | -1 | -1.5 | 115 | 14 | 5 | -1.1
CSc1cccc(NC(=O)CN(c2cccc(C)c2)S(C)(=O)=O)c1 | -14 | -6 | 12 | -7 | -2.4 | 100 | 9 | 5 | -1.5
CCn1c(SCC(=O)Nc2ccc3c(c2)OCCO3)nnc1-c1ccncc1 | -15 | 0 | -4 | -22 | -1.2 | 101 | 28 | 0 | -2.5
O=c1c(/C=N/Nc2ccccc2)c(Sc2nnnn2-c2ccccc2)nc2ccccn12 | 0 | 5 | 8 | -39 | -2.4 | nt | 93* | -8 | -0.5
Cc1occc(=O)c1OCc1ccc(F)cc1 | -6 | -5 | 9 | 0 | -1.4 | 103 | 52 | 2 | -3.3
CN(CCOc1ccccc1)C(=O)c1ccc(OC2CCN(C(=O)C3CC3)CC2)cc1 | -41 | 3 | 22 | -11 | -3.6 | 82 | 17 | 5 | -2.7
O=C(Nc1cnc2ccccc2c1)C1COc2ccccc2O1 (stereo unspecified) | -8 | -3 | 2 | -5 | -5.9 | 105 | 3 | 4 | -5.5
FC(F)(F)c1ccc(/C=N/n2c(C3CCCCC3)n[nH]c2=S)cc1 | -22 | -6 | -6 | -7 | -5.7 | 107 | -131 | 1 | -2.5
CN(C)c1ccc(CN(CC2CCCO2)C(=O)c2cccs2)cc1 (stereo unspecified) | -38 | 15 | 7 | -5 | -3.1 | 109 | 29 | -5 | -2.8
Cc1csc(NC(=O)C2CCN(C(=O)CSc3nnc(C)n3Cc3ccccc3)CC2)n1 | -40 | -8 | 0 | -2 | -5.7 | 100 | -23 | 7 | -2.9
Cc1ccc(S(=O)(=O)NC(Cc2ccc(Cl)cc2)C(=O)O)cc1 (stereo unspecified) | -21 | -10 | 12 | -1 | -2.2 | 104 | 24 | 5 | -1.5
O=C(OCC(=O)N1CCc2ccccc21)c1cccnc1 | -8 | 3 | 4 | -9 | 1.7 | 96 | -16 | 2 | 0.8
COC(=O)CSC1=C(C#N)C(c2sccc2C)CC(=O)N1 (stereo unspecified) | -1 | 5 | 7 | 2 | 0.7 | 105 | 12 | -1 | -1.4
COc1ccccc1N=C1SCC(=O)N1c1ccccc1OC | 0 | 0 | -9 | -4 | -2.6 | 113 | -19 | 3 | -4.1
CC(=O)N1CCc2c(sc(NC(=O)Cc3ccccc3)c2C#N)C1 | -10 | 4 | nt | 2 | -2.2 | 100 | 18 | 2 | -0.5
CCOc1ccc(-n2ccnc2SCC(=O)NCc2ccc3c(c2)OCO3)cc1 | -21 | 1 | 0 | -7 | -0.3 | 92 | -25 | 4 | -1.4
C=CCN(c1ccccc1C(=O)O)S(=O)(=O)c1ccc(C)cc1 | -18 | 4 | 8 | 5 | -1.5 | 123 | -1 | 4 | -1.8
CCCN1C(=O)C(Cc2nc3ccccc3c(=O)n2C)c2ccccc21 (stereo unspecified) | -26 | 1 | -8 | -5 | -0.9 | 107 | -29 | 1 | -1.9
CCCCCC1CCC(c2nnc(SCC(C)=O)o2)CC1 (stereo unspecified) | -6 | -2 | -20 | 3 | -4.0 | 101 | 20 | 3 | -2.5
Nc1nc2c(s1)CC(c1ccccc1)CC2 (stereo unspecified) | -2 | 3 | 18 | -4 | -4.4 | 96 | 47 | 3 | -2.8
CC(=O)Nc1c2c(nn1-c1cccc(C)c1)CSC2 | -5 | -4 | 3 | 0 | -1.1 | 95 | 48 | 7 | -1.6
O=C(NCc1ccc(F)cc1)c1cc(-c2cccs2)on1 | -8 | 6 | -5 | -19 | -0.8 | 101 | -2 | -1 | -3.6
COc1cc(CN2CCN(c3cccc(C)c3C)CC2)cc(Br)c1O | 12 | -13 | 23 | -8 | -1.0 | 99 | 3 | -5 | 0.0
COC(=O)NC1CSCC1OC(=O)CCN1C(=O)c2ccccc2C1=O (stereo unspecified) | -11 | 4 | -6 | 0 | -1.7 | 105 | -8 | -2 | -1.8
COC(=O)CSc1ncnc2c1sc1nc(N3CCOCC3)c3c(c12)CCCC3 | 8 | -2 | 22 | -22 | -1.0 | 93 | 37 | 2 | -2.2
O=c1cc(N2CCc3ccccc32)[nH]c(=O)n1-c1ccccc1Cl | 5 | 3 | 21 | -6 | -0.6 | 107 | 1 | 4 | -0.7
O=C(Nc1cccc(Cl)c1)c1cc(S(=O)(=O)N2CCOCC2)cs1 | -7 | -5 | -6 | -20 | -0.4 | 98 | 28 | 1 | -2.6
CCN(C(=O)Cc1c(C(=O)O)n(C)c2ccccc12)c1cc(OC)ccc1OC | -34 | 18 | 4 | -1 | -3.7 | 109 | -14 | -1 | -4.2
O=C(Nc1cccc(Cl)c1)Nc1nnc(-c2ccccc2)o1 | -2 | 3 | 7 | 7 | -0.3 | 95 | 42 | 1 | -2.5
O=S1(=O)C=C(N2CCOCC2)c2ccccc21 | -7 | 3 | 6 | -2 | -0.3 | 100 | 22 | -1 | -0.7
Cc1ncsc1C(=O)Nc1nc2c(s1)CC(C)CC2 (stereo unspecified) | -12 | 3 | 13 | -7 | -3.8 | 100 | -1 | 5 | -4.4
CC(C)Oc1cccc(C(=O)N2CCCC2)c1 | -3 | 0 | -8 | 0 | -2.7 | 97 | 38 | -5 | -2.2
C=CCn1c(SCC(=O)Nc2cc(C)ccc2OC)nnc1-c1ccco1 | -27 | 3 | 19 | 3 | -1.8 | 114 | 2 | -1 | -2.1
NS(=O)(=O)c1ccc(Sc2ccccn2)c([N+](=O)[O-])c1 | 0 | 0 | 5 | -5 | -2.2 | 102 | 7 | nt | -3.5
CCCn1c2ccccc2c2cnn(CC(=O)NCCCN3CCN(c4ccccc4)CC3)c(=O)c21 | 20 | -86 | 19 | 0 | 0.9 | 100 | 30 | -4 | 0.0
CCn1cc(CNC(=O)CSc2nc(-c3ccc(OC)c(OC)c3)cc(C(F)(F)F)n2)c(C)n1 | -33 | -9 | 38 | -1 | -2.8 | 91 | 7 | 6 | -3.7
C/C(=N\NC(=O)c1cccnc1)c1cc(C)oc1C | 3 | 8 | 5 | 8 | -4.2 | 87 | -11 | 7 | 0.6
COc1ccc(C2=NS(=O)(=O)N(C)C(C(=O)NCc3ccccc3)=C2)cc1OC | -12 | -12 | 1 | -4 | 0.2 | 100 | 33 | 1 | -2.0
CCOc1cc(/C=N/n2c(C)nc3ccccc3c2=O)ccc1O | -16 | 0 | -3 | -2 | -1.5 | 104 | 23 | 3 | -2.2

Compound profiles, from the list above. Order of values: DNA FID counter	HCV NS3 hel inh	UBC9 SUMO inh	p-CIP stab down	VIM-2 inh	MEKK3 PB1 HTS	PHOSPHO1 inh	IDE act	IMP-1 inhibitor
COCCNC(=O)c1cc2nc(-c3ccccc3)cc(C)n2n1 is entered as -4	3	28	-13	-0.9	102	47	5	-3.2
CCn1c(SCC(=O)Nc2ccc3c(c2)OCCO3)nnc1-c1ccncc1 is entered as -15	0	-4	-22	-1.2	101	28	0	-2.5
O=C(Nc1cccc(Cl)c1)c1cc(S(=O)(=O)N2CCOCC2)cs1 is entered as -7	-5	-6	-20	-0.4	98	28	1	-2.6

Three structures out of the list, ordered by SMILES length, rising.
SMILES | DNA FID counter | HCV NS3 hel inh | UBC9 SUMO inh | p-CIP stab down | VIM-2 inh | MEKK3 PB1 HTS | PHOSPHO1 inh | IDE act | IMP-1 inhibitor
CCOc1cc(/C=N/n2c(C)nc3ccccc3c2=O)ccc1O | -16 | 0 | -3 | -2 | -1.5 | 104 | 23 | 3 | -2.2
CCCn1c2ccccc2c2cnn(CC(=O)NCCCN3CCN(c4ccccc4)CC3)c(=O)c21 | 20 | -86 | 19 | 0 | 0.9 | 100 | 30 | -4 | 0.0
CCn1cc(CNC(=O)CSc2nc(-c3ccc(OC)c(OC)c3)cc(C(F)(F)F)n2)c(C)n1 | -33 | -9 | 38 | -1 | -2.8 | 91 | 7 | 6 | -3.7
